Screening results: PubChem BioAssay, several laboratories
PrPC TRFRET = cell surface PrPC inhibition, primary TR-FRET screen; P04156; TR-FRET read-out; inhibition, % at 13.8 µM; 370,000 compounds, 0.43% hits; in the data active means inhibition above about 24%; further: 0% = median of the test wells and 100% = reference compound wells
SSB-PriA inh = K. pneumoniae PriA-SSBct interaction inhibition; AlphaScreen SSBct-PriA binding, biotinylated peptide; inhibition, % at 33 µM; 430,000 compounds, 0.6% hits; in the data active means inhibition mostly above about 37%, no sharp cut-off; inactive means mostly below about 20%;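 further: plate controls were negative control peptide for no effect and reference peptide for full effect; strong numbers were not always called active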
BoNT A protease = BoNT A light chain protease inhibition | multiplex microsphere protease substrate cleavage, flow cytometry | inhibition, % at 10 µM | 360,000 compounds, 0.17% hits | AID 588499; further: plate controls were buffer without enzyme for full effect and enzyme alone for no effect
CCHFV vOTU inh = blocks the CCHF virus ovarian tumor domain protease; CCHFV vOTU protease, Pep-AMC fluorescence; inhibition, % at 11.5 µM; 370,000 compounds, 0.55% hits; in the data active means inhibition above about 30%; further: 0% = vehicle wells with enzyme and 100% = no enzyme wells
SARS 3CLpro inh = SARS-CoV 3CLpro protease inhibition; 290,000 compounds, 0.14% hits; recombinant SARS-CoV 3CLpro, quenched FRET peptide cleavage; AID 1706; P0C6X7; inhibition, % at 6 µM; in the data active means inhibition above about 12%
MazEF act = MazEF (E. coli) toxin RNase activation. P0AE70. FAM/BHQ RNA-DNA oligo cleavage fluorescence, 5 h. activation, % at 20 µM. 350,000 compounds, 0.32% hits. AID 504720; in the data active means activation above about 50%
BoNT F protease = inhibitors of Botulinum neurotoxin F light chain protease | inhibition, % at 10 µM | 360,000 compounds, 0.22% hits | Multiplex microsphere protease cleavage assay, flow cytometry; in the data active means inhibition above about 35%, passing the limit was not always enough; inconclusive means no clear call, values can overlap the other calls; further: plate controls were buffer without enzyme for full effect and enzyme alone for no effect
DUSP3 inh = DUSP3 (human) phosphatase inhibition. P51452. recombinant VHR phosphatase, pNPP absorbance. inhibition, % at 13.3 µM. 290,000 compounds, 0.52% hits; in the data active means inhibition above about 50%; further: some compounds called inactive have numbers as strong as hits
Target sequence (P51452 whole entry, looked up): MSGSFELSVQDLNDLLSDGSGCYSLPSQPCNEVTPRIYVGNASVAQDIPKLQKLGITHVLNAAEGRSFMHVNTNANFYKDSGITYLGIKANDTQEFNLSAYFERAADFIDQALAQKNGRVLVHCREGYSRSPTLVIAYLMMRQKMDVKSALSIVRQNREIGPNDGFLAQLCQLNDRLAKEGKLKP
Rv3671c protease = inhibitors of M. tuberculosis serine protease Rv3671c; P9WHR9; inhibition, % at 5.96 µM; 320,000 compounds, 0.048% hits; AID 2606; in the data active means inhibition above about 38%;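 further: extracellular domain of Rv3671c used as enzyme; 0% = enzyme with DMSO and 100% = no enzyme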
Anthrax LF inh2 = inhibitors of Bacillus anthracis lethal factor protease; 360,000 compounds, 0.12% hits; multiplex microsphere protease cleavage assay, LF; inhibition, % at 10 µM; P15917; further: plate controls were buffer without enzyme for full effect and enzyme alone for no effect
Target sequence (P15917 whole entry, looked up): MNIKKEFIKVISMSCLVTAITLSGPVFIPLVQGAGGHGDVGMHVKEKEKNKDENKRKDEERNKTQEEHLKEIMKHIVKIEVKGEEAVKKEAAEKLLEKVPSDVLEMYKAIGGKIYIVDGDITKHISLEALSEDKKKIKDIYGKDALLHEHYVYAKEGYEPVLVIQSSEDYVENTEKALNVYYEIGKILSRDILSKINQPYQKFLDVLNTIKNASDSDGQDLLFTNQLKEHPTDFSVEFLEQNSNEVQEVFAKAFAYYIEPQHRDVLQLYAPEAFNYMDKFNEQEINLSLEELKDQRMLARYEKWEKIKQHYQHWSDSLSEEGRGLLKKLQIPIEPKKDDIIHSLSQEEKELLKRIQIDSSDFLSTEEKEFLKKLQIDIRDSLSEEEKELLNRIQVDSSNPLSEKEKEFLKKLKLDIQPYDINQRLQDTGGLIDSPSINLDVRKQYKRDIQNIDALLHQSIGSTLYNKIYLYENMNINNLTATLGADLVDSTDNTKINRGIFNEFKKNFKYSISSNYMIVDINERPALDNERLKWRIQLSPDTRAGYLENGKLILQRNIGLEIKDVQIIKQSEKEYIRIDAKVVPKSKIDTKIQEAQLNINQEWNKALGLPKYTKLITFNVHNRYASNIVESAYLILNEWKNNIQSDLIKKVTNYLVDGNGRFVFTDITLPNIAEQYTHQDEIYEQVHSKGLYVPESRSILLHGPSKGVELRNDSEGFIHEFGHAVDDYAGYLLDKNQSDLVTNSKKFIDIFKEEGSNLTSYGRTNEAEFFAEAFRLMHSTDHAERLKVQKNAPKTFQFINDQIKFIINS
* = called active by the depositor; ? = inconclusive; / = not tested or not shown; & = joins results of further samples. Unless noted, no stated cut-off is given here; in the data, active means inhibition above about 30%; inconclusive means no clear call, values can overlap the other calls; inactive means below that.

SMILES | PrPC TRFRET | SSB-PriA inh | BoNT A protease | CCHFV vOTU inh | SARS 3CLpro inh | MazEF act | BoNT F protease | DUSP3 inh | Rv3671c protease | Anthrax LF inh2
CC(=O)c1cccc(OCC(=O)Nc2cccc(C(=O)Nc3c(C)n(C)n(-c4ccccc4)c3=O)c2)c1 | 6 | -15 | 3.2 | -5 | / | -2 | 8 | / | 7 | 1
CN(C(=O)CSc1nc2c(c(=O)[nH]1)CCCC2)C1CCCCC1 | -2 | 6 | ? | -9 | -4 | 2 | 4 | -10 | 6 | -1
Cc1cc(C)c(C#N)c(Sc2ccccc2N)n1 | 7 | -1 | -0.5 | -15 | -1 | 0 | -4 | 19 | 2 | 0
CS(=O)(=O)N(CC(=O)Nc1ccc(F)c(F)c1)c1cccc([N+](=O)[O-])c1 | -10 | 2 | 0.0 | -3 | 5 | 3 | -5 | 14 | 5 | 0
CCN(CCn1cccn1)C(=O)CCc1nnc(-c2ccccc2)o1 | -6 | -12 | 0.2 | 4 | -2 | 10 | -5 | -14 | -1 | 0
C/C(=N\NC(=O)c1c(Br)cnn1C)c1ccc(NC(=O)c2ccc(F)cc2)cc1 | -2 | / | -0.4 | -3 | 3 | -4 | 1 | 18 | 0 | 0
O=C(Nc1ccc2c(c1)OCO2)Nc1ccc(Cl)cc1Cl | 4 | -1 | 0.5 | 0 | 1 | 8 | 0 | 8 | -5 | 8
O=C(N=C1SCC(=O)N1c1ccccc1Cl)c1ccco1 | 0 | -2 | 1.3 | -9 | 1 | -8 | 0 | 23 | -22 | -1
Cc1cccc(NC(=O)c2ccc(Cl)c(NC(=O)c3ccncc3)c2)c1C | -1 | -14 | -1.2 | -11 | 3 | 2 | -2 | 25 | 0 | -3
O=C1C(Cl)=C(NCCN2CCCCC2)C(=O)c2ccccc21 | / | 8 | 0.3 | / | -6 | 6 | -4 | 11 | -46 | -2
C/C(=N\NC(=O)CNc1cccc(C(F)(F)F)c1)c1cccs1 | -2 | / | 0.4 | -2 | -4 | 4 | 0 | 22 | 3 | -2
NC(=O)c1ccc(-n2nnnc2Oc2ccc(Br)cc2)cc1 | 0 | 7 | -0.5 | -11 | 4 | 9 | -2 | 8 | 0 | 2
COc1ccc(CCn2c(=O)[nH]c3cc(C(=O)NCCCN4CCOCC4)ccc3c2=O)cc1OC | 2 | -7 | -0.2 | -3 | 3 | 9 | -1 | 5 | -7 | 0
CC(C)=Nc1ccccc1C1COC(=O)C1=N (configuration not stated) | 0 | -7 | -1.0 | -10 | -3 | -3 | -8 | -11 | -10 | 0
CN(Cc1ccccc1F)c1nc(-c2cccs2)nc2ccccc12 | 9 | -49 | 0.2 | 7 | 1 | -1 | -3 | 10 | -12 | 0
CCC(C)Nc1nc(C)nc2c1oc1ccccc12 (configuration not stated) | 4 | -5 | -0.9 | 9 | 0 | 7 | -10 | 0 | -1 | 5
CN(C)S(=O)(=O)c1cccc(NC(=O)COc2ccc(C(=O)c3ccccc3)cc2)c1 | 4 | -10 | 2.5 | 7 | 10 | -1 | 6 | -4 | -57 | 7
Cc1cccc(-n2c(O)c(C=Nc3ccc(Br)cn3)c(=O)[nH]c2=O)c1 | 5 | -9 | -1.9 | 7 | 0 | 14 | -8 | 0 | 4 | -4
CNC(=S)N/N=C/c1ccc(OCc2ccccc2)c(Br)c1 | 9 | / | -0.7 | 0 | 2 | 0 | -2 | -8 | -3 | 0
COCCn1c(SCc2cc(=O)n3ccsc3n2)nnc1-c1ccncc1 | -1 | -8 | 0.1 | -4 | 9 | 7 | 5 | -4 | 6 | -2
C[C@H]1CN([C@@H](C)CO)C(=O)CCCn2nncc2CO[C@@H]1CN(C)Cc1ccc2c(c1)OCO2 | 7 | / | -0.3 | 4 | / | 1 | -4 | / | / | -5
Cc1cccc(Nc2nc(N)c([N+](=O)[O-])c(NCc3ccco3)n2)c1 | 4 | 24 | -1.8 | 22 | 7 | 7 | -18 | 2 | -24 | -10
N#C/C(=N\Nc1ccccc1F)c1nc(-c2ccccc2)cs1 | -9 | / | -0.5 | 5 | 1 | -1 | -5 | -23 | 1 | -2
CCOc1ccccc1-n1c(SCC(N)=O)nnc1-c1ccc(O)cc1 | -1 | -12 | 2.4 | 14 | -1 | -4 | 4 | 2 | 1 | -1
Cc1cc(C(=O)NCc2cc(C(=O)O)co2)co1 | -2 | -3 | -1.2 | -10 | 0 | 5 | -6 | 6 | 1 | 0
CN(CCc1cn[nH]c1)C(=O)C1CCC(=O)N(CC2CCCCC2)C1 (configuration not stated) | -5 | -10 | -0.5 | 0 | 1 | 1 | 10 | 29 | / | 3
CCCc1cc(-c2n[nH]c(=S)n2C(C)c2ccccc2)cs1 (configuration not stated) | -3 | 17 | -0.9 | -10 | -4 | 1 | -11 | -2 | 0 | -2
Cc1c(C)n2c(SCC(=O)NCc3ccc4c(c3)OCO4)nnc2[nH]c1=O | 5 | -7 | 3.7 | -3 | / | 1 | 5 | / | 3 | 0
COc1ccc(CNCC(=O)Nc2cccc(S(N)(=O)=O)c2)cc1 | -3 | -5 | 0.4 | 0 | 3 | -4 | -1 | 1 | -9 | -4
OCC#Cc1cnc2ccccc2c1 | -6 | 0 | -0.4 | -1 | -4 | -2 | -9 | 8 | -5 | -7
Fc1ccccc1COc1cccc(/C=N/n2cnnc2)c1 | 0 | / | -2.0 | -5 | -7 | -10 | -7 | 19 | -3 | 0
CC(=O)N/N=C(\C)CC(=O)Nc1ccc2c(c1)OCCO2 | -5 | / | -0.3 | -8 | -9 | 2 | -7 | 22 | -1 | -1
COc1cccc(-c2cc3nc(-c4ccccc4)cc(N4CCC5(CC4)OCCO5)n3n2)c1 | -5 | -55 | 3.9 | -62 | -4 | -12 | -5 | 12 | -28 | 2
COCCOC(=O)C1=C(C)NC2=C(C(=O)CCC2)C1c1ccc(N(C)C)cc1 (configuration not stated) | 3 | 16 | 0.3 | -7 | -3 | 9 | -5 | -1 | -3 | 3
CC(O)(CS(=O)(=O)Cc1ccccc1)C(=O)Nc1ccc(C(F)(F)F)cc1 (configuration not stated) | -10 | -10 | ? | -2 | -4 | 3 | -2 | 14 | -4 | 1
O=C(CN1CCCCC1)Nc1cccc(-n2cnnn2)c1 | 2 | -1 | -1.5 | 2 | 2 | -3 | -14 | 16 | -5 | 4
CC(=O)C1=C(O)C(=O)N(CCCN2CCOCC2)C1c1ccccc1[N+](=O)[O-] (configuration not stated) | / | -8 | / | / | 0 | -1 | / | 19 | -7 | /
COc1ccc(-c2[nH]c(-c3ccc(Cl)cc3)nc2SCC(=O)Nc2nccs2)cc1 | 8 | -2 | -0.9 | 5 | 4 | 12 | -2 | 11 | 5 | -7
Cc1cccc(-n2ncc(Cl)c(Cl)c2=O)c1 | -6 | -2 | 1.0 | 19 | -2 | 9 | 21 | 5 | 1 | 4
CC(C)(C)N1C(=O)c2ccccc2NC(=O)N1Cc1ccc(Br)cc1 | 4 | -7 | 0.1 | 2 | -1 | 0 | -7 | 20 | 1 | -2
Cc1cc(Oc2ccc([N+](=O)[O-])cc2)nc(N2CCOCC2)n1 | 3 | -6 | -8.3 | 17 | 6 | -3 | ? | 3 | 5 | -7
C=CCn1c(C)cc(C(=O)COc2nncc3ccccc23)c1C | -6 | -19 | 0.9 | 9 | 0 | 6 | -2 | 3 | -1 | 0
Cc1cccc(Cc2nnc(CCC(=O)NCc3ccncc3C)o2)c1 | -9 | -17 | -0.9 | -6 | -1 | -11 | -6 | 15 | -7 | -2
COc1ccccc1NC(=O)Cn1nnc(C(=O)NCCc2ccccc2)c1N | -1 | 3 | -0.1 | -4 | 2 | 2 | 0 | 10 | 9 | -4
CC(=O)N(c1cccc(Br)c1)C1C=CS(=O)(=O)C1 (configuration not stated) | 13 | -8 | -0.6 | -2 | -2 | -4 | -2 | 1 | 3 | -1
CSc1nncc(=O)[nH]1 | -2 | -16&-17 | -2.2 | 0 | -6 | -8 | -4 | -2 | 2 | 2
Cc1ccc(C2=NN(C(=O)CCC(=O)O)C(c3cccs3)C2)cc1 (configuration not stated) | 0 | 12 | 0.3 | -8 | -3 | 1 | -6 | 5 | 6 | -1
COc1ccc(-n2ncc3c(NCCN4CCOCC4)ncnc32)cc1 | / | -3 | -0.6 | / | -1 | 6 | 21 | -8 | 3 | -3
CC(=O)Nc1ccc(NC(=O)c2ccc(Cn3cc(Cl)cn3)cc2)cc1 | 4 | -11 | -1.1 | -6 | 2 | 4 | -4 | 12 | 2 | -2
CC(C)c1ccc(NC2CCCN(C(=O)C3=NN(C)C(=O)CC3)C2)cc1 (configuration not stated) | 2 | 10 | 2.4 | 6 | -2 | 6 | 6 | 21 | -5 | -2
CCC(C)NC(=O)CNC(=O)c1nn(-c2ccc(OC)cc2)c(=O)c2ccccc12 (configuration not stated) | -11 | -6 | -3.8 | 8 | -3 | 9 | -10 | 11 | -2 | -5
Cc1ccccc1NC(=O)COc1ccc(Br)cc1C | 4 | -6 | -0.2 | -22 | 1 | -5 | -1 | -10 | -3 | -1
Cc1cccc(C)c1-n1nnnc1C(c1ccnc2ccccc12)N1CCN(CC(=O)NC(C)C)CC1 (configuration not stated) | 1 | / | -0.3 | 1 | / | / | -4 | / | / | 0
CC1CC(C)CN(CC(=O)NCCc2ccc(S(N)(=O)=O)cc2)C1 (configuration not stated) | 1 | -15 | 0.1 | -7 | -1 | 7 | -1 | 14 | 5 | -2
CCCCC(O)(CCCC)C(=O)NN(C(=O)CCl)c1ccccc1 | 1 | -10 | -0.2 | 9 | 8 | 3 | -3 | 13 | 1 | 0
COc1ccc(-c2noc(-c3ccco3)n2)cc1OC | 5 | -13 | -0.4 | 1 | 1 | 14 | -26 | 28 | -2 | 0
Brc1c(-c2ccccc2)nc2n1Cc1ccccc1-2 | 10 | 13 | 2.0 | 4 | 2 | 4 | ? | 5 | 7 | 2
CCCc1ccc(C(=O)NNC(=O)c2ccc(Cl)cc2)cc1 | 4 | -7 | -0.4 | -2 | -3 | 3 | -2 | 5 | -14 | -1
COc1cc(/C=N/NC(=O)/C(=C\c2ccc([N+](=O)[O-])cc2)NC(=O)c2ccccc2)cc(OC)c1O | -34 | / | 1.3 | -2 | -2 | 4 | 3 | 22 | 11 | -4
COCc1cc(CN(C)C(=O)c2oc3c(F)cccc3c2C)[nH]n1 | -2 | 0 | 0.7 | -2 | 0 | 4 | -6 | 21 | -13 | 5

More records follow:
SMILES | PrPC TRFRET | SSB-PriA inh | BoNT A protease | CCHFV vOTU inh | SARS 3CLpro inh | MazEF act | BoNT F protease | DUSP3 inh | Rv3671c protease | Anthrax LF inh2
Cc1ccc(C(=O)COC(=O)c2ccc(Br)o2)cc1C | 5 | -14 | -0.1 | -13 | 2 | 2 | -5 | 28 | 4 | -2
NC(=O)c1ccccc1N/C=C/C(=O)c1ccccc1 | 3 | / | 0.3 | 1 | -3 | -7 | -8 | 10 | 4 | -2
COc1ccc(NC(=O)CN2C(=O)NC(C)(c3ccccc3)C2=O)cn1 (configuration not stated) | 0 | / | -0.1 | 0 | / | 6 | -6 | / | / | -2
O=C(Cc1cccs1)Nc1nnc(COc2ccccc2)s1 | 11 | 5 | -0.1 | -9 | 0 | -17 | 0 | / | -5 | -3

4 compounds drawn at random from those above:
SMILES | PrPC TRFRET | SSB-PriA inh | BoNT A protease | CCHFV vOTU inh | SARS 3CLpro inh | MazEF act | BoNT F protease | DUSP3 inh | Rv3671c protease | Anthrax LF inh2
Cc1ccc(C(=O)COC(=O)c2ccc(Br)o2)cc1C | 5 | -14 | -0.1 | -13 | 2 | 2 | -5 | 28 | 4 | -2
O=C(Cc1cccs1)Nc1nnc(COc2ccccc2)s1 | 11 | 5 | -0.1 | -9 | 0 | -17 | 0 | / | -5 | -3
NC(=O)c1ccccc1N/C=C/C(=O)c1ccccc1 | 3 | / | 0.3 | 1 | -3 | -7 | -8 | 10 | 4 | -2
COc1ccc(NC(=O)CN2C(=O)NC(C)(c3ccccc3)C2=O)cn1 (configuration not stated) | 0 | / | -0.1 | 0 | / | 6 | -6 | / | / | -2

Not all compounds are listed; rates above refer to the full screens.
